esBAF inh: blocks esBAF chromatin remodeling in mouse ES cells. reporter increase, % at 12.5 µM. Bmi1-luciferase knock-in reporter, 24 h; 100% = twice the neutral-well signal. actives 2% (n = 350,000); in the data active means activation above about 40%; inconclusive means no clear call, values can overlap the other calls;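 further: 0% = median of the plate's neutral control wells and 100% = double that signal; a rise in the Bmi1 reporter signal indicates esBAF inhibition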
GSIS activator: primary screen for activators of insulin secretion dependent on glucose, INS-1E cells, GLuc reporter luminescence; INS-1E GLuc reporter insulin secretion, 2-3 h; activation, % at 16.6 µM; actives 0.61% (n = 370,000);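 active means lowest replicate activation of at least 40%, so every replicate reaches that level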;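 further: 0% = median of neutral control wells and 100% = median of IBMX positive control wells; some compounds called inactive have numbers as strong as hits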
RAD54 branch: blocks human RAD54 Holliday junction branch migration. FAM/BHQ fluorescence. inhibition, % at 10.4 µM. actives 0.14% (n = 360,000);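 active means mean normalized replicate activity at least 40 and at least half of replicates scoring 40 or more; inconclusive means only one of the two criteria met; inactive means mean below 40 and under half of replicates reaching 40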;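 further: 0% = median of neutral control wells and 100% = median of positive control wells; inhibitors cause a drop in the FAM fluorescence signal; in these data hits start at about 50%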
ERAP1 inh: blocks human ERAP1 aminopeptidase activity; recombinant ERAP1, Leu-AMC fluorescence, 60 min; AID 652197; actives 0.15% (n = 340,000); inhibition, % at 10.7 µM;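 active means mean replicate inhibition of at least 30%, or all replicates individually reaching that 30% level; inactive means mean below 30% and not every replicate reaching it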;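 further: 0% = neutral control wells and 100% = L-leucinethiol positive control wells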
Target sequence (Q9NZ08 whole entry, looked up): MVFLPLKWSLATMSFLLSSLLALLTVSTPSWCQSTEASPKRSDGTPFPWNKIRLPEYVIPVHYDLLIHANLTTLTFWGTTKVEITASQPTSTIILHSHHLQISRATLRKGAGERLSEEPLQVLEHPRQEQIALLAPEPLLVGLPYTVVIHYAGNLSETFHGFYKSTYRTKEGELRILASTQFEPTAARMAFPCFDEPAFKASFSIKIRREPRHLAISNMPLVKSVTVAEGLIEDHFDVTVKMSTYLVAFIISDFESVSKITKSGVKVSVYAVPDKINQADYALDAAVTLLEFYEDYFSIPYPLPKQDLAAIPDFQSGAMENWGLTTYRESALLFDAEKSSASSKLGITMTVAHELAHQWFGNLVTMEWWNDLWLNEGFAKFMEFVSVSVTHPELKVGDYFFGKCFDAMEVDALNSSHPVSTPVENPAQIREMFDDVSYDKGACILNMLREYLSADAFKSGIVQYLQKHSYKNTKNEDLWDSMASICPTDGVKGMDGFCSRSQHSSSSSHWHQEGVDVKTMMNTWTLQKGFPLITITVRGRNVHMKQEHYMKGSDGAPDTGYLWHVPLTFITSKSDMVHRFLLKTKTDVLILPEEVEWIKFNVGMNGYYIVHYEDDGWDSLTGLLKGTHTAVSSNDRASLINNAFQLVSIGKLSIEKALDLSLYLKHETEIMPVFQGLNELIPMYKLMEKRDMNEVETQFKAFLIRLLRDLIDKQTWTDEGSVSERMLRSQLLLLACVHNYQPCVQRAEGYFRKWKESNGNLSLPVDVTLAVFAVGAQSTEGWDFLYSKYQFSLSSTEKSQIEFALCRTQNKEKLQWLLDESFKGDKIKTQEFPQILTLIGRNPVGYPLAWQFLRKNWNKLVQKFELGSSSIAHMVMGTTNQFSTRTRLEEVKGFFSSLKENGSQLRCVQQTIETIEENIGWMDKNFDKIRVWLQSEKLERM
RAD52 inh: inhibitors of human RAD52 DNA annealing | recombinant RAD52 DNA annealing, FRET fluorescence | inhibition, % at 18.7 µM | actives 0.46% (n = 360,000);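 active means every replicate showing at least 50% inhibition; inconclusive means mean inhibition at least 50% but not in every replicate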
Xi reactivation: activators of X-chromosome reactivation in mouse fibroblasts; XiGFP mouse fibroblasts, % GFP-positive cells imaging, 3 d; cells co-treated with 5-aza-dC sensitizer; scaled so ellipticine positive control = 100%; activation, % at 7.58 µM; actives 0.055% (n = 360,000);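 active means mean normalized replicate activation at least 10% and every replicate at or above 10%; inconclusive means only one of the two criteria met; inactive means mean below 10% and not all replicates reach 10%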;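 further: 0% = median of on-plate neutral control wells and 100% = ellipticine 6 µM median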
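Assay system: SV40-immortalized XiGFP fibroblast cells, line 68-5-11; buffer or medium: DMEM plus 5-aza-dC sensitizer; compound: one concentration, pinned; timing: compounds 3 days, fix/stain 15 min at room temperature; benchmarks: positive control ellipticine, 6 µM final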
ARNT-TACC3 inh: disrupts binding between human ARNT and TACC3; AlphaScreen His-ARNT PAS-B/GST-TACC3 binding, luminescence; TACC3 fragment carries E629A point mutation; inhibition, % at 9.99 µM; AID 623870; actives 0.66% (n = 390,000);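 active means mean inhibition of replicates at least 50% and at least half of replicates each reaching 50%; inconclusive means half or more replicates reach 50% but mean below 50%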;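 further: 0% = complete ARNT plus TACC3 wells and 100% = ARNT alone without TACC3; many hits fall short of the cut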
CFTR F508del cor: correctors of CFTR F508del function in bronchial epithelial cells; activity (quench increase), % at 7.58 µM; actives 0.36% (n = 350,000); CFBE cells, YFP halide quenching; stimulated with forskolin plus potentiator P3; % fluorescence drop versus neutral controls;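 active means mean added fluorescence quench of at least 8% versus neutral control, with both replicates also reaching 8%; inconclusive means only one of the mean or replicate conditions met; inactive means mean below 8% and not both replicates reaching 8%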;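 further: cells transiently co-express mutant CFTR-F508del with the halide-sensitive YFP; corrector assay measuring rescue of mutant channel to the surface after 24 h compound exposure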
Numbers without * were called inactive; ? = inconclusive; · = not tested or not shown; & = joins results of further samples. Not a hit list. About 3.3% of those tested had a hit in this group.

1	C/C=C/c1cnc2c(c1)C(=O)N([C@H](C)CO)C[C@@H](C)[C@@H](CN(C)S(=O)(=O)c1cn(C)cn1)O2
2	Cc1ccc(/C=C/C2=NN(C)C(=O)CC2)cc1
3	COc1ccc(Nc2nc(N3CCN(C)CC3)nc3ccccc23)c(OC)c1
4	CC(C)C#Cc1ccc([C@@H]2[C@@H](CO)N3C(=O)CN(S(=O)(=O)c4ccccc4)C[C@H]23)cc1
5	COc1ccccc1C(=O)NC(=O)CSc1nc2nc(C)cc(C)n2n1
6	O=C(CCN1CCCCC1)NCC[C@@H]1CC[C@H](NC(=O)Nc2ccc(F)cc2)[C@H](CO)O1
entry no.	1	2	3	4	5	6
esBAF inh	-2	38	·	·	-8	-4
GSIS activator	4	-3	10	1	15	-5
RAD54 branch	1	2	·	·	4	10
ERAP1 inh	1	-2	3	0	1	1
RAD52 inh	-7	-10	48	13	-6	2
Xi reactivation	-0.1	0.0	-0.2	0.0	0.4	0.5
ARNT-TACC3 inh	-3	-4	3	·	·	-2
CFTR F508del cor	-1.0	0.6	4.0	-3.2	-0.8	1.1

Compound profiles, as listed above.
COc1ccccc1C(=O)NC(=O)CSc1nc2nc(C)cc(C)n2n1 is entered as esBAF inh = -8; GSIS activator = 15; RAD54 branch = 4; ERAP1 inh = 1; RAD52 inh = -6; Xi reactivation = 0.4; ARNT-TACC3 inh = ·; CFTR F508del cor = -0.8
COc1ccc(Nc2nc(N3CCN(C)CC3)nc3ccccc23)c(OC)c1 is entered as esBAF inh = ·; GSIS activator = 10; RAD54 branch = ·; ERAP1 inh = 3; RAD52 inh = 48; Xi reactivation = -0.2; ARNT-TACC3 inh = 3; CFTR F508del cor = 4.0

Next section:
7	Cc1c(C)c(C)c(CO/N=C/c2cccs2)c(C)c1C
8	C[C@@H]1CN([C@H](C)CO)C(=O)c2cc(NC(=O)CCCN(C)C)ccc2O[C@@H](C)CCCCO[C@@H]1CN(C)Cc1ccc(C(=O)O)cc1
9	CC(C)(C)c1ccc(CCC(CC(=O)O)CC(=O)O)cc1
10	COc1cccc(-c2cc(-c3cccnc3)nc(N)c2C#N)c1
11	C=CCn1c(NC(=O)c2ccco2)nc2ccccc21
12	Cc1ccc(S(=O)(=O)N(C)C[C@H]2Oc3cc(C#CC4CCCC4)ccc3S(=O)(=O)N([C@H](C)CO)C[C@H]2C)cc1
entry no.	7	8	9	10	11	12
esBAF inh	-2	·	-5	1	-1	10&2&15
GSIS activator	3	11	-1	20	-2	-3&4
RAD54 branch	·	·	4	-5	-8	-8&6&1
ERAP1 inh	9	0	3	5	-2	3&-2&1
RAD52 inh	-5	3	-2	-22	-3	-15&3&-2
Xi reactivation	0.3	0.0	1.2	0.2	0.0	0.2&0.0
ARNT-TACC3 inh	4	·	-10	1	0	-3&-2
CFTR F508del cor	1.1	-2.6	-0.6	1.8	0.5	-2.5&-3.9&0.2

13	O=C1C(NS(=O)(=O)c2cccs2)=C(N2CCN(Cc3ccccc3)CC2)C(=O)c2ccccc21
14	COc1ccccc1NS(=O)(=O)c1ccc(C)c(NC(=O)c2ccc(S(=O)(=O)N3CCCCCC3)cc2)c1
15	S=c1[nH]nc(-c2cc(-c3ccccc3)n[nH]2)n1/N=C/C=C/c1ccco1
16	CCOC(=O)C(=Nc1ccccc1)NO
17	COc1ccc(-c2nnc3cccc(Cl)n23)c(OC)c1
18	OC[C@H]1O[C@@H](c2nc(-c3ccc4[nH]ccc4c3)no2)[C@H](O)[C@@H](O)[C@H]1O
entry no.	13	14	15	16	17	18
esBAF inh	·	8	·	·	11	-1
GSIS activator	0	·	4	15	5	18
RAD54 branch	·	6	12	-11	-17	7
ERAP1 inh	·	5	-1	·	-1	0
RAD52 inh	-3	-12	-10	·	-17	-6
Xi reactivation	·	0.0	0.1	-0.1	0.0	0.2
ARNT-TACC3 inh	-16	-16	·	-1	-4	·
CFTR F508del cor	-2.7	0.7	0.5	·	0.7	4.0

19	Cc1ccc(C(=O)OCN2C(=O)c3ccccc3C2=O)c(O)c1
20	Fc1ccccc1NC(=S)NCCc1ccc(Cl)cc1
21	COc1ccc(-n2cc(CN[C@H]3CCCCNC3=O)c(-c3cccc(F)c3)n2)cc1
22	CCn1cc(/C=N\NC(=O)c2cc(-c3ccccc3OC)nc3ccccc23)c(C)n1
23	COc1ccc(CCn2c(-c3cccc([N+](=O)[O-])c3)nc3nc4ccccc4nc32)cc1OC
24	O=[N+]([O-])c1ccc(Cl)cc1CN1CCCCCC1
entry no.	19	20	21	22	23	24
esBAF inh	-3	59*	2	·	·	3
GSIS activator	34	-12	-4	7	·	3
RAD54 branch	-5	-2	-2	·	2	5
ERAP1 inh	1	2	-4	2	8	6
RAD52 inh	-10	-19	-5	-28	-13	0
Xi reactivation	0.0	0.0	0.0	0.0	0.0	0.1
ARNT-TACC3 inh	-2	1	3	16	-5	0
CFTR F508del cor	-3.1	2.6	-0.5	·	-0.7	1.0

25	O=C(NC[C@H]1[C@H](c2ccccc2)[C@H](CO)N1C(=O)Cc1cccnc1)C1CCC1
26	COc1ccc(S(=O)(=O)NNC(=O)Nc2ccccc2OC)c(OC)c1
27	CCOC(=O)N1CCN(S(=O)(=O)c2ccc(F)c(C(=O)Nc3ccc(C)c(Cl)c3)c2)CC1
28	C[C@H](O)CC1=C[C@H](O)[C@@H](C)OC1=O
29	C[C@@H]1CN([C@H](C)CO)C(=O)c2cc(NC(=O)c3ccccc3)ccc2O[C@@H](C)CCCCO[C@H]1CN(C)C(=O)Nc1ccc2c(c1)OCO2
30	O=C(C[C@@H]1CC[C@@H]2[C@H](COC[C@H](O)CN2S(=O)(=O)c2ccccc2)O1)NCc1ccc2c(c1)OCO2
entry no.	25	26	27	28	29	30
esBAF inh	-1	-9	·	2	5	-3
GSIS activator	13	2	-25	8	-2	1
RAD54 branch	6	2	-2	5	-1	-2
ERAP1 inh	·	-4	·	·	0	0
RAD52 inh	·	-2	·	-5	9	7
Xi reactivation	0.0	0.1	-0.1	·	0.2	0.0
ARNT-TACC3 inh	-1	-1	-10	-3	0	-2
CFTR F508del cor	1.3	0.7	·	-1.2	0.7	-2.6

31	O=C(CC1CC1)N1CC(=O)N2[C@H](CO)[C@H](c3ccc(C#Cc4ccccc4)cc3)[C@@H]2C1
32	NC(Cc1ccc(O)cc1)C(=O)NN=Cc1ccccc1O (centres undefined)
33	COc1ccc(S(=O)(=O)N2CCCCN3[C@H](C2)[C@@H](c2ccc(C#CC(C)C)cc2)[C@@H]3CO)cc1
34	O=S(=O)(c1cccc2nsnc12)N1CCc2ccccc21
35	COc1ccnc2c1c(=O)n(Cc1cccc(Cl)c1)c(=O)n2C
36	COc1ccc(N2CCN(C(CNC(=O)C(=O)NCc3ccc4c(c3)OCO4)c3ccco3)CC2)cc1 (centres undefined)
entry no.	31	32	33	34	35	36
esBAF inh	·	·	2	1	-4	·
GSIS activator	1	7	6	-14	5	-6
RAD54 branch	·	·	-2	10	-7	·
ERAP1 inh	-2	-6	-1	·	1	·
RAD52 inh	-27	-105	-5	·	-16	-9
Xi reactivation	0.1	0.4	0.2	·	0.2	0.2
ARNT-TACC3 inh	·	·	8	14	4	-2
CFTR F508del cor	1.4	3.0	-0.7	·	-0.8	6.5

37	CCCc1ccc(C(=O)NNc2cccc(C)c2)cc1
38	COc1cccc(/C=N/Nc2nc3ccccc3n3cnnc23)c1
39	CC1CCN(C(c2ccc(N(C)C)cc2)c2nnnn2Cc2ccc(F)cc2)CC1 (centres undefined)
40	COC(=O)c1ccc(C(=O)OC)c(NC2=NS(=O)(=O)c3ccccc32)c1
41	CCN(CC)C(=O)c1ccc(S(=O)(=O)NCc2cccnc2)cc1
42	C[C@H]1CN([C@@H](C)CO)C(=O)Cc2cc(NC(=O)CCCCCC(=O)Nc3ccccc3N)ccc2O[C@@H]1CN(C)C(=O)Nc1ccc2c(c1)OCO2
entry no.	37	38	39	40	41	42
esBAF inh	24	·	6	6	6	4
GSIS activator	·	-1	-11	11	1	10
RAD54 branch	-6	3	3	1	0	-3
ERAP1 inh	3	·	·	2	-9	0
RAD52 inh	-1	·	·	0	-10	1
Xi reactivation	0.5	0.4	·	·	·	0.1
ARNT-TACC3 inh	-24	0	-6	-6	-3	-6
CFTR F508del cor	-1.6	·	·	·	-3.0	-1.6

The last two compounds of the part before come first, to join the parts:
41	CCN(CC)C(=O)c1ccc(S(=O)(=O)NCc2cccnc2)cc1
42	C[C@H]1CN([C@@H](C)CO)C(=O)Cc2cc(NC(=O)CCCCCC(=O)Nc3ccccc3N)ccc2O[C@@H]1CN(C)C(=O)Nc1ccc2c(c1)OCO2
43	CCc1nnc(NS(=O)(=O)c2ccc(N/C=C(\C=O)c3nc4cc(Cl)ccc4o3)cc2)s1
44	O=C(C[C@@H]1CC[C@H](NC(=O)Nc2cc(F)ccc2F)[C@@H](CO)O1)Nc1ccc(-c2ccccc2)cc1
45	CCCC(=O)NC(=S)Nc1ccccc1OC
46	OC[C@@H]1[C@@H](c2ccc(/C=C/c3ccccc3)cc2)[C@@H]2CN(Cc3cccnc3)CCCCN12
47	Nc1nc(-c2cc3ccccc3o2)cs1
48	CC(C)c1cn(CC[C@@H]2CC[C@H](NS(=O)(=O)c3ccc(F)cc3)[C@H](CO)O2)nn1
49	COc1cccc(C(=O)OC2CCN(C)CC2)c1
entry no.	41	42	43	44	45	46	47	48	49
esBAF inh	6	4	6	-8	-2	5	?	2	·
GSIS activator	1	10	-5	-36	0	-23	30	9	1
RAD54 branch	0	-3	0	-11	7	11	-2	-8	·
ERAP1 inh	-9	0	-1	1	·	0	-2	-1	2
RAD52 inh	-10	1	-163	5	·	44	-4	-17	2
Xi reactivation	·	0.1	0.1	1.8	·	0.0	0.0	0.4	0.1
ARNT-TACC3 inh	-3	-6	·	54*	33	-2	·	·	-6
CFTR F508del cor	-3.0	-1.6	0.7	1.3	·	-3.4	0.9	0.2	1.2

Source: PubChem
